# Source: PubChem (National Center for Advancing Translational Sciences (NCATS))
# ALDH1A1 inh = qHTS Assay for Inhibitors of Aldehyde Dehydrogenase 1 (ALDH1A1); Potency, µM (doses to about 75.3 µM), for the others: top-dose activity, negative = inhibition, hits mostly inhibitors; Purified ALDH1A1, NADH fluorescence, propionaldehyde substrate; 220,000 compounds, 7.3% hits; AID 1030, 2008; Aldehyde dehydrogenase 1A1 (Homo sapiens), P00352; active means well fitted inhibition curve with a large enough effect, not every such curve was filed as active; inconclusive means small, poorly fitted or top-dose-only effect, or another doubt; inactive means no such curve, though single readings can be large or run the other way;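 further: plate controls were no enzyme wells and a reference inhibitor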
# GAA glycogen mod = qHTS Assay for Inhibitors and Activators of Human alpha-Glucosidase Cleavage of Glycogen | 300,000 compounds, 0.38% hits | Potency, µM (series often up to 76.4 µM), inactives show top-dose activity change, negative = inhibition, actives largely listed as inhibitors | recombinant GAA, glycogen substrate, Amplex Red glucose oxidase fluorescence | Lysosomal alpha-glucosidase (Homo sapiens), P10253;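 further: 0% = full enzyme reaction and -100% = no-enzyme basal signal; the screen sought inhibitors and activators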
#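 Recombinant human enzyme (4 nM); glycogen substrate; 37 C, 40 min, pH 5.0. Readout: coupled glucose oxidase/Amplex Red fluorescence.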
# GAA spleen mod = qHTS Assay for Inhibitors and Activators of Human alpha-Glucosidase From Spleen Homogenate. Potency, µM (series often up to 79.9 µM), without a hit: at the top dose activity change, negative = inhibition, usual class: inhibitors. human spleen homogenate, 4-MU-alpha-glucoside fluorescence. 240,000 compounds, 0.006% hits. AID 2112, 2009. Lysosomal alpha-glucosidase (Homo sapiens), P10253;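 further: 0% = enzyme with vehicle and -100% = no enzyme basal signal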
#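 AC50 values come from Hill-equation fits of concentration-response data, normalized to no-enzyme and full-activity controls. Enzyme source: 1 ug human spleen homogenate; 1 mM fluorogenic 4-MU glucoside, pH 5.0 citrate buffer, 37 C, 40 min.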
# GAA inhib = qHTS Assay for Inhibitors of Human alpha-Glucosidase as a Potential Chaperone Treatment of Pompe Disease. purified human GAA, 4-MU-alpha-glucoside fluorescence. Potency, µM (highest dose often 76.9 µM), inactives show at the top dose activity change, negative = inhibition, actives largely listed as inhibitors. 200,000 compounds, 0.005% hits;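 further: plate controls were uninhibited enzyme wells for no effect and no-enzyme background for full effect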
#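 Fluorescence at Ex 365/Em 440 nm from 4-methylumbelliferone reported enzyme activity after 20 min at room temperature. Reactions used 4 nM enzyme and 400 uM substrate at pH 5.0; curves fitted with the Hill equation.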
# Tau fluor cs = Counterscreen qHTS for Inhibitors of Tau Fibril Formation, Fluorescence Polarization; tau K18 P301L Alexa594 fluorescence, heparin fibrillization; Potency, µM (highest dose often 57.7 µM), for inactives: at the highest dose activity change, negative = decrease; 280,000 compounds, 0.93% hits; further: on the % scale 0 is the no-effect control and ±100 the full control effect; nearly all actives have a fitted effect of over 55% in size
#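 Human tau K18 P301L (15 uM unlabeled, 0.24 uM Alexa 594-labeled) in 100 mM sodium acetate pH 7 with 20 uM heparin, 6 hr at 37 C. ThT 30 uM added, 1 hr ambient; Alexa 594 FP and total fluorescence read at 555/632 nm.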
# NPSR antagonist = qHTS Assay for Antagonists of the Neuropeptide S Receptor: cAMP Signal Transduction. Q6W5P4. CHO-NPSR cells, cAMP TR-FRET, antagonist mode. Potency, µM (top dose mostly 38.3 µM), inactives show at the top dose activity change, negative = inhibition, actives largely listed as inhibitors. 220,000 compounds, 1% hits. AID 1461, 2008; further: on the % scale 0 is the no-effect control and ±100 the full control effect; nearly all actives have a fitted effect of over 50% in size; many of its hits are not listed in these tables
# Target sequence (Q6W5P4 whole entry, looked up): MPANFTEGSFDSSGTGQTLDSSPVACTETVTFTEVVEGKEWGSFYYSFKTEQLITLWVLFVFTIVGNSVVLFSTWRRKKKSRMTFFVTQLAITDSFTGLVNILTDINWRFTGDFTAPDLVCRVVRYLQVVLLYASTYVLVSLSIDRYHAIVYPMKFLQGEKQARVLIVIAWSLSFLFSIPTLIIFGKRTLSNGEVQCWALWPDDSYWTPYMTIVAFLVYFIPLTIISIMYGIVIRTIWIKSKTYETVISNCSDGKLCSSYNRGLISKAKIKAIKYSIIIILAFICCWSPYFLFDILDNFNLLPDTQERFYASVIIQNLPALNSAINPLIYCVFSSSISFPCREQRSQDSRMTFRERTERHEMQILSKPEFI
# Epigenetic reg = Quantitative High-Throughput Screen for Regulators of Epigenetic Control | AID 1865, 2009 | murine LDR cells, GFP reporter derepression, 30 h | Potency, µM (series often up to 53.9 µM), inactives show at the top dose GFP activation, hits mostly activators | 280,000 compounds, 0.2% hits; further: % of control where 0% means no effect; nearly all actives have a fitted effect of over 60% in size
#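 Readout is the number of GFP-expressing murine LDR cells, counted by cytometry following washing. Cells were treated with compound for 30 h at 37 C; the stably integrated CMV-GFP locus is normally silent.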
# GLA spleen mod = qHTS Assay for Inhibitors and Activators of Human alpha-Galactosidase From Spleen Homogenate; Alpha-galactosidase A (Homo sapiens), P06280; human spleen homogenate, 4MU-alpha-Gal fluorescence, 40 min; Potency, µM (doses to about 80 µM), without a hit: at the top dose activity change, negative = inhibition, most hits filed as inhibitors; 240,000 compounds, 0.008% hits;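 further: 0% = enzyme with vehicle and -100% = no enzyme basal signal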
# Target sequence (P06280 32-429 limits assumed): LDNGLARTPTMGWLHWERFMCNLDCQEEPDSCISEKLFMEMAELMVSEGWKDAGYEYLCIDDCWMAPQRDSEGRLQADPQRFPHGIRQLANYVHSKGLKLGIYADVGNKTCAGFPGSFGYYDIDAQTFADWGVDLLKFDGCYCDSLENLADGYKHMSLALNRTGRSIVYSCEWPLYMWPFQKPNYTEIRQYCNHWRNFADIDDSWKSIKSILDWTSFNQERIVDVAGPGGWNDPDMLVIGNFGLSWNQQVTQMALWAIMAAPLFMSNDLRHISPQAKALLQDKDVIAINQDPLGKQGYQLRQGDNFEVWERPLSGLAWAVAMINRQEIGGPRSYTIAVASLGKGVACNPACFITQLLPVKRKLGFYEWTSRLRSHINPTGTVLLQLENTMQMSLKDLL
#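 Spleen homogenate 1 ug + cpd (titration) + 4-MU-alpha-D-galactopyranoside 1 mM; 37C 40 min; 50 mM citrate/phosphate pH 5.0, 0.01% Tween-20; stop pH 10; fluorescence 365/440; AC50 via Hill.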
# An asterisk follows results filed as active; ? = inconclusive; . = not tested or not shown; [ ] = dose if it differs, or a comment. Unless noted, the call rests on the fitted dose curve; in most records, active means well fitted curve in the direction sought with a large enough effect; inconclusive means small, poorly fitted or top-dose-only effect, or another doubt; inactive means no such curve, though single readings can be large; an effect the other way counts as inactive or inconclusive. Potency means the concentration at half of the fitted maximal effect. A portion of the library; count on the stated rates, not on these rows.
SMILES,ALDH1A1 inh,GAA glycogen mod,GAA spleen mod,GAA inhib,Tau fluor cs,NPSR antagonist,Epigenetic reg,GLA spleen mod
COCCn1nnnc1C(C(C)C)N1CCN(C(=O)c2ccco2)CC1 (stereo unspecified),-14%,-5%,-2%,1%,1%,-13%[46.1 µM],1.1%,0%
O=C(OCCC1Oc2cccnc2NC1=O)c1ccc(Cl)cc1 (stereo unspecified),5%,19%,3%,-3%,-6%,-6%,1.3%,-10%
N/C(COc1ncn(-c2ccccc2)n1)=N\S(=O)(=O)c1ccc(Cl)cc1Cl,4%,9%,-11%,-6%,-5%,4%,-1.8%,-7%
O=C(Nc1nnc(-c2ccc3c(c2)OCCO3)o1)c1ccc(Cc2ccccc2)cc1,4%,9%,-2%,-3%,-5%,-3%[46.1 µM],-1.0%,7%
CCN=C(Nc1ccc(Cl)cc1)c1cccnc1,-1%,5%,-4%,7%,-4%,-16%[46.1 µM],0.0%,-10%
Cc1cccc(NC(=O)N(Cc2cc3cc(C)ccc3[nH]c2=O)CC2COCCO2)c1 (stereo unspecified),32µM*,-11%,1%,?,8%,-7%,0.5%,-16%
O=C(C1=C[C@@H]2[C@H]3C(=O)N(c4ccccc4Cl)C(=O)[C@H]3[C@@H](C(=O)c3ccc(Cl)cc3)N2C=C1)c1ccccc1,?,-3%,-11%,6%,?,-3%,0.0%,-5%
Cn1c(=O)c(C#N)c(-c2ccc(F)cc2)c2cc(C(=O)c3cc(Cl)cc(Cl)c3O)cnc21,.,-10%,5%,.,-24%,-38%,1.1%,7%
CCn1c(SC)nc2c(c1=O)SC(C)C2 (stereo unspecified),2%,3%,-9%,1%,-4%,-7%[46.1 µM],0.0%,4%
CCN(CC)S(=O)(=O)c1ccc(N2CCCC2)c(NC(=O)c2ccncc2)c1,16µM*,-19%,-1%,-1%,-17%,4%,1.1%,2%
COCCNC(=O)C(=O)N/N=C(\C)CC(=O)Nc1ccc(Cl)cc1Cl,6%,-12%,-20%,?,-15%,17%,0.9%,9%
COc1ccc([N+](=O)[O-])c2c1CCN2C(=O)CC[C@H](N)C(=O)O,10%,.,-1%,.,-14%,.,-1.1%,-25%
Cc1ccc(-c2nc(Nc3cccc(C)c3)sc2CC(=O)O)cc1,?,-10%,-5%,.,-28%,19%,1.1%,1%
O=C(c1cccc(S(=O)(=O)N2CCCCC2)c1)N1CCc2ccccc21,6%,-13%,-3%,-1%,-19%,8%,4.7%,1%
O=C(CCCn1cnc([N+](=O)[O-])n1)Nc1cccc2ccccc12,-1%,-4%,8%,-2%,-7%,10%,2.3%,8%

# Reformatted with values under each structure: part of the list above.
# Order of values: ALDH1A1 inh, GAA glycogen mod, GAA spleen mod, GAA inhib, Tau fluor cs, NPSR antagonist, Epigenetic reg, GLA spleen mod
> O=C(C1=C[C@@H]2[C@H]3C(=O)N(c4ccccc4Cl)C(=O)[C@H]3[C@@H](C(=O)c3ccc(Cl)cc3)N2C=C1)c1ccccc1
 : ?, -3%, -11%, 6%, ?, -3%, 0.0%, -5%
> Cn1c(=O)c(C#N)c(-c2ccc(F)cc2)c2cc(C(=O)c3cc(Cl)cc(Cl)c3O)cnc21
 : ., -10%, 5%, ., -24%, -38%, 1.1%, 7%
> CCn1c(SC)nc2c(c1=O)SC(C)C2 (stereo unspecified)
 : 2%, 3%, -9%, 1%, -4%, -7%[46.1 µM], 0.0%, 4%
> CCN(CC)S(=O)(=O)c1ccc(N2CCCC2)c(NC(=O)c2ccncc2)c1
 : 16µM*, -19%, -1%, -1%, -17%, 4%, 1.1%, 2%
> COCCNC(=O)C(=O)N/N=C(\C)CC(=O)Nc1ccc(Cl)cc1Cl
 : 6%, -12%, -20%, ?, -15%, 17%, 0.9%, 9%
> COc1ccc([N+](=O)[O-])c2c1CCN2C(=O)CC[C@H](N)C(=O)O
 : 10%, ., -1%, ., -14%, ., -1.1%, -25%

# The listing continues:
SMILES,ALDH1A1 inh,GAA glycogen mod,GAA spleen mod,GAA inhib,Tau fluor cs,NPSR antagonist,Epigenetic reg,GLA spleen mod
CCn1c(CNc2ccc(F)cc2)nnc1SCC#N,-1%,-1%,2%,?,-12%,-10%,-2.4%,12%
Cc1ccc(Cn2c(=O)oc3ccccc32)cc1,?,0%,-6%,-3%,-9%,-10%,0.0%,-1%
CCOc1ccc(S(=O)(=O)NNC(=S)Nc2ccc(Br)cc2)cc1,-14%,-19%,2%,2%,-25%,4%,-0.3%,-10%
O=C(CCc1ccccc1)Nc1ccc(NC(=O)C2CC2)nc1,-8%,-5%,-9%,-6%,-7%,-3%[46.1 µM],-1.1%,-10%
CN1CCN(C2=Cc3ccccc3Sc3cc(F)ccc32)CC1,14%,-11%,3%,-2%,?,8%[46.1 µM],-2.0%,4%
CCOC(=O)C1CCCN(C(=O)COc2ccccc2O)C1 (stereo unspecified),-15%,-2%,-18%,-2%,-11%,-4%[46.1 µM],-3.5%,8%
CN1CCN(C(=O)/C=C\C(=O)O)CC1,-1%,0%,2%,0%,3%,5%,0.0%,-4%
Nc1nc(Cl)cc(NCCc2ccc(O)cc2)n1,?,-1%,3%,-1%,-3%,21%,-5.4%,-1%
O=C(c1ccc2ccccc2c1)C1CCCN(C(=O)CCn2cnnn2)C1 (stereo unspecified),-8%,8%,-5%,14%,-15%,-22%,-8.7%,-6%
CCC(C)NC(=O)c1c(-c2cc(Cl)c(OC)c(Cl)c2)noc1C (stereo unspecified),-4%,2%,-8%,0%,-8%,1%,2.5%,7%
CCOC(=O)c1c(C)sc2c1N(C(=O)CN(CC)CC)c1cc(Cl)ccc1S2,10%,-5%,-13%,-2%,-4%,-20%[46.1 µM],0.4%,2%
O=[N+]([O-])c1cc(C(F)(F)F)cc([N+](=O)[O-])c1NN=C1CCCCC1,?,-8%,-5%,-2%,?,2%[46.1 µM],2.3%,-26%
Cc1ccc2c(c1)N(CC(=O)NC1CCCc3ccccc31)C(=O)CO2 (stereo unspecified),-1%,8%,6%,0%,-9%,-23%[46.1 µM],-0.4%,2%
CCOc1cc(NC(=O)c2cnccn2)c(OCC)cc1NC(=O)c1ccc(OC)cc1,5%,1%,5%,-3%,-13%,14%[46.1 µM],-1.0%,5%
Cc1ccsc1-c1nc(CN2CCCC2c2ccc(F)cc2)c(C)o1 (stereo unspecified),?,-2%,0%,6%,-20%,38%,0.0%,-1%
CCOC(=O)c1ccccc1NC(=O)c1cncc(Br)c1,-10%,-4%,-2%,-3%,4%,?,-1.1%,3%
CSCCCNC(=S)Nc1ccc(N2CCOCC2)cc1N1CCOCC1,-2%,-27%,2%,1%,-13%,8%,2.5%,3%
O=C(Nc1nccs1)c1cc(-c2ccco2)nc2ccccc12,?,-3%,5%,1%,-30%,3%,-3.8%,5%
CC(=O)c1csc(CS(=O)(=O)c2ccccn2)n1,.,-1%,-2%,.,-9%,-8%,-1.9%,5%
Cc1cccc(Nc2nc(N)nc(CSc3nccn3C)n2)c1,11%,8%,5%,5%,-7%,28%[46.1 µM],1.0%,16%
Cc1cc(C)c(C)c(C(=O)c2ccccc2C(=O)O)c1C,8%,-3%,4%,?,6%,-11%,1.1%,-7%
Cc1cc(C(=O)COC(=O)c2cccs2)c(C)n1-c1c(C)n(C)n(-c2ccccc2)c1=O,20µM*,1%,3%,-1%,6%,-3%[46.1 µM],-1.6%,4%
Cc1ccccc1S(=O)(=O)c1c(C)cc(C)n(C)c1=O,0%,4%,0%,-2%,9%,7%,-0.4%,3%
CNC(=S)N1N=C(c2ccc(C)cc2)CC1c1ccc(N(C)C)cc1 (stereo unspecified),25µM*,?,0%,-2%,0%,-31%,1.9%,10%
O=C(c1ccco1)N(CCO)Cc1cc2cc3c(cc2[nH]c1=O)OCO3,?,1%,1%,-10%,4%,3%,-0.5%,-11%
COc1ccc(NC(=O)CSc2nnc(N)n2CC(=O)Nc2ccc(OC)cc2)cc1,-2%,0%,-6%,-3%,-8%,7%,1.9%,-2%
COc1ccc(CCNC(=O)C2CCC(=O)N2CCc2ccccc2)cc1OC (stereo unspecified),-1%,12%,-5%,-2%,-3%,-10%,-0.2%,2%
Cc1c(/C=C/C(=O)c2ccc(C(C)C)cc2)cnn1C,-2%,13%,0%,-2%,-7%,-6%,-0.7%[10.1 µM],-3%
CCC1=C2CC[C@H]3C(=O)N(CC(=O)OC)C(=O)[C@H]3[C@H]2[C@@]2(Cc3ccccc3)C(=NCCOC)OC(=O)N2C1=O,-10%,.,-6%,.,-3%,.,-1.2%,-9%
Cc1ccc(C)c(NC(=O)C2CC(O)CN2C(=O)OCc2ccccc2)c1 (stereo unspecified),7%,-6%,1%,1%,-8%,11%[7.67 µM],-2.4%,6%
CCOc1cc(/C=N/N=C(N)N)ccc1OCc1ccc(Cl)cc1,-2%,1%,-4%,?,?,-51%,2.2%,-4%
CCOC(=O)c1c(C)c(C(=O)NC(C)COC)c(C)n1CC (stereo unspecified),4%,-8%,1%,1%,2%,-10%[46.1 µM],0.0%,-14%
O=C1Nc2ccc(Cl)cc2C(=O)C1(F)c1ccccc1 (stereo unspecified),.,-8%,-4%,.,-21%,-4%[7.67 µM],1.4%,9%
CC(NC(=O)Cn1nc(-c2ccccc2)c2ccccc2c1=O)c1ccccc1 (stereo unspecified),-10%,1%,-1%,-14%,-5%,?,-1.2%,-9%
COC(=O)C(Cc1c[nH]c2ccccc12)NC(=O)c1cccs1 (stereo unspecified),-7%,0%,2%,-4%,-10%,7%,-0.7%,-3%
SC(COCc1ccccc1)CN1CCN(Cc2ccc3c(c2)OCO3)CC1 (stereo unspecified),1%,6%,2%,-1%,-14%,-23%[46.1 µM],-0.9%,4%
O=C(CNCCc1ccccc1)N1CCc2ccccc2C1,?,0%,-4%,3%,-3%,1%,-0.1%,-5%
CCN(CC)S(=O)(=O)c1ccc(C(=O)Nc2c3c(nn2C(C)(C)C)CS(=O)(=O)C3)cc1,?,8%,-3%,-13%,-1%,-8%[46.1 µM],2.4%,-4%
Cc1cc(C)cc(NC(=O)CSc2nnc(Cn3c(=O)sc4ccccc43)n2C)c1,2%,6%,-5%,-3%,-6%,1%[46.1 µM],1.0%,2%
